esBAF inh: inhibitors of esBAF chromatin remodeling in mouse ES cells; Bmi1-luciferase knock-in reporter, 24 h; 100% = twice the neutral-well signal; reporter increase, % at 12.5 µM; 2% of 350,000 active; in the data active means activation above about 40%;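 further: 0% = median of the plate's neutral control wells and 100% = double that signal; a rise in the Bmi1 reporter signal indicates esBAF inhibition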
C2C12 statin: protects C2C12 myotubes from simvastatin toxicity | ATP luminescence, 48 h; scaled: DMSO 0, geranylgeraniol control 100 | rescue of ATP level, % at 7.49 µM | 0.78% of 330,000 active;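 active means mean ATP rescue above about 67%, or every replicate alone reaching that limit, limit read from the data, passing the limit was not always enough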;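 further: myotubes were challenged with 10 µM simvastatin during compound exposure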
FN deposition inh: fibronectin deposition inhibition; AH1F fibroblasts, Alexa488-fibronectin deposition fluorescence, overnight; inhibition, % at 12.6 µM; 0.086% of 350,000 active;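 active means mean inhibition across replicates of 30% or more, regardless of how many single replicates reach that level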;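 further: positive control wells lacked labelled fibronectin entirely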
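Assay system: AH1F fibroblasts assembling fluorescent fibronectin matrix; Amount: 10000 AH1F cells per well; Buffer or medium: DMEM, 2% serum; Probe or stimulus: Alexa488-fibronectin, 24 nM final in well; Doses: single compound dose, delivered by pin transfer; Incubation: 1 h adhesion, overnight exposure; Measured by: fluorescence 485/525 nm; Read-out: fibronectin deposition inhibition.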
SIRT5 inh: inhibitors of human sirtuin-5 desuccinylase; inhibition, % at 15 µM; AID 652115; Purified SirT5, succinyl-peptide AMC, trypsin-coupled fluorescence; 1.1% of 330,000 active; in the data active means inhibition above about 15%
Target sequence (Q9NXA8 whole entry, looked up): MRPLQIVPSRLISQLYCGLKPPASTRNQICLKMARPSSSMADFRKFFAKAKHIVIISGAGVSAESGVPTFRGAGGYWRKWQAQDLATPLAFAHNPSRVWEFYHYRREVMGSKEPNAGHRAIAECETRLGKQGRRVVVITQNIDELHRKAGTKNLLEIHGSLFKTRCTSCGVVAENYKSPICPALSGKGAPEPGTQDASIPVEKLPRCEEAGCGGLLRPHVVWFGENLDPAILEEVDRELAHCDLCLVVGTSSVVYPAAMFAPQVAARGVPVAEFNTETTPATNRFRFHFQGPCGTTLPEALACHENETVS
LGR2 antag: inhibitors of bursicon-induced Drosophila LGR2 receptor cAMP signaling | 0.35% of 380,000 active | inhibition, % at 9.99 µM | HEK293 LGR2, CRE-luciferase, bursicon-stimulated, 4 h;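 active means drop in luminescence signal, shown as inhibition above about 50% in the replicate tests, limit read from the data, passing the limit was not always enough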;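 further: agonist challenge used bursicon conditioned medium at about half maximal strength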
S100A4 inh HTS: S100A4-myosin IIA interaction inhibition; P26447; 0.14% of 360,000 active; inhibition, % at 10.7 µM; AID 652163; S100A4/TAMRA-MyoIIA peptide fluorescence polarization;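 active means mean inhibition of at least 70% across replicates, with every replicate also reaching that level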
Target sequence (P26447 whole entry, looked up): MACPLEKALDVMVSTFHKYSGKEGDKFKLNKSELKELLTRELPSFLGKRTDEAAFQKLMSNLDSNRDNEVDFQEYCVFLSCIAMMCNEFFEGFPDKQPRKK
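System – human S100A4 monomer protein, biochemical binding assay · Buffer or medium – Calcium-containing HEPES buffer, pH 7.2 · Timing – 5 min between mix addition and reading · Also added – TAMRA-labelled myosin IIA heavy-chain peptide probe, 5 nM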
CASP6 VEID inh: blocks human caspase-6 cleavage activity; AID 686996; 0.53% of 350,000 active; purified caspase-6, Z-VEID-R110 cleavage fluorescence; P55212; inhibition, % at 12.5 µM;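 active means mean inhibition across replicates at least about 35%, with every replicate also reaching that limit, limit read from the data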;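 further: 0% = median of neutral control wells and 100% = no fluorescence left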
Target sequence (P55212 24-179 limits assumed): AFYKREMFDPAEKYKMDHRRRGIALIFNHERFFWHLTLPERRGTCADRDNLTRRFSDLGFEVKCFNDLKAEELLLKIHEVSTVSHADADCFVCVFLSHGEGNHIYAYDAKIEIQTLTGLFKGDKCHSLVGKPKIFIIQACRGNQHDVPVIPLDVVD
Target sequence (P55212 194-293 limits assumed): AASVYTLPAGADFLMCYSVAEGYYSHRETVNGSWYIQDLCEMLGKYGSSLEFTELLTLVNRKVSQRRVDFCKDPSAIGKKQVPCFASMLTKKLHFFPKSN
* = called active by the depositor; . = not tested or not shown; & = joins results of further samples. These rows are one share of the data, so the mix of outcomes need not match the whole.

Second line of a record – CASP6 VEID inh, S100A4 inh HTS, esBAF inh, C2C12 statin, LGR2 antag, SIRT5 inh, FN deposition inh
O=C(Nc1ccc(Oc2ccc3c(c2)C(=O)N(c2ccc(O)cc2)C3=O)cc1)c1cccs1
    ., ., 0, -11, 0, ., -5
O=C(CCc1ccccc1)NNC(=O)Nc1ccc(Cl)cc1
    1, -6, -2, 11, 5, -2, 1
Cc1noc(C)c1NC(=O)N(C)C[C@@H]1Oc2ccc(NC(=O)Nc3ccc(C(F)(F)F)cc3)cc2CC(=O)N([C@H](C)CO)C[C@@H]1C
    1, -3, 3, 30, -8, 4, .
Cn1c(=O)[nH]c(=O)c2c1nc(NCCO)n2CCOc1ccccc1
    0, -13, 3, -1, 6, 0, -4
CC(=O)N(C)C1(c2nnnn2CCOC(=O)Nc2ccc(Cl)cc2)CCCCC1
    ., ., -3, 23, -3, ., .
CN=c1sc2c(n1C)C(=O)c1ccccc1C2=O
    63*, 3, ., ., -5, -3, -7
CC(C)(C)C(=O)N/C(N)=N/c1nc2ccccc2o1
    1, -3, 15, -5, -41, 1, -5
COCCNC(=O)/C(C#N)=C/C=C/c1ccccc1[N+](=O)[O-]
    4, 0, ., ., 0, 2, .
NC(=O)c1ccc(OCc2ccccc2)nc1
    0, -3, 60*, -1, -39, 8, 4
Cc1cc(C(=O)CCl)c(C)n1CCc1ccccc1
    2, 6, ., ., 8, 0, 3
C[C@@H]1CN([C@@H](C)CO)C(=O)CCCn2nncc2CO[C@@H]1CN(C)S(=O)(=O)c1ccc2ccccc2c1
    1&-3, 0&-4, 9&6&2, 2&-9&10, -2&8, -1&-2, 5&5
O=C(COc1ccccc1[N+](=O)[O-])Nc1ccc(CN2CCOCC2)cc1
    1, 1, 4, 7, 7, 0, 3
Cn1cc([N+](=O)[O-])c(C(=O)NNC(=O)c2ccc([N+](=O)[O-])cc2Cl)n1
    -4, -5, ., ., 24, -1, -5
COc1ccc(N2CC(C(=O)NCCc3c[nH]c4ccccc34)CC2=O)cc1 (configuration not stated)
    -1, -5, 8, 24, 0, 0, 6
Cc1ccc(C(=O)NCCCNC(=O)COc2ccc(Cl)c(C)c2)cn1
    -3, 5, ., ., 12, -4, 14
CN1C(=O)N(C)C2(c3ccccc3)Nn3c(s/c(=C/c4ccco4)c3=O)=NC12c1ccccc1 (configuration not stated)
    ., ., -2, -25, -20, ., -3
CCOC(=O)C(=NCCCN(C)C)NNc1cc(C(F)(F)F)ccc1Cl
    -42, 0, 2, 1, -4, 4, 9
O=C(Nc1ccccc1)Nc1ccc(Br)c(Cl)c1
    ., ., 75*, -30, -4, ., 24
CCCCn1c(SCC(=O)NCCOC)nc2ccc(N3CCOCC3)cc2c1=O
    ., ., -7, 1, ., ., 3
CCO[C@@H]1OC(C(=O)N2CCN(Cc3ccc4c(c3)OCO4)CC2)=C[C@H](c2ccccc2)[C@H]1CCCO
    -1, 35, ., ., ., 2, .
CC(C)NC(=O)N(C)C[C@H]1Oc2ncc(C#CC3CC3)cc2C(=O)N([C@@H](C)CO)C[C@@H]1C
    -1, 20, -9, 6, 6, -7, 3
CC(=O)N1CCc2cc(Br)cc(S(=O)(=O)N3CCc4ccccc43)c21
    5, -1, ., ., 13, 1, -3
O=C1N(Cc2ccc(F)cc2)CCN1c1ccc(F)cc1
    -1, 0, ., ., -52, -7, -1
Cc1cc(SCC(=O)Nc2cccnc2Cl)nc2ccccc12
    -1, -6, -6, 1, -9, -4, 2
N[C@@H]1CC[C@@H](CCn2cc(C3CCCCC3)nn2)O[C@H]1CO
    -1, -4, 10, 0, -27, -2, -3
CCC/C=C/c1ccc(CN2C(CC(C)C)C(=O)N(Cc3cn(CCC4OCCO4)nn3)CCS2(=O)=O)cc1 (configuration not stated)
    ., -8, -1, -9, 4, -2, -9
c1ccc2c(-c3nc4ncccc4o3)cccc2c1
    ., ., 25, -2, ., ., -6
CSc1nc(-c2ccc(Cl)cc2)nn1C(=O)c1ccccc1
    1, -1, ., ., -19, ., -1
NS(=O)(=O)c1cc(C(=O)OCC(=O)Nc2ccc3c(c2)OCO3)ccc1Cl
    2, -1, 2, 3, 6, -6, -7
CCCNS(=O)(=O)c1ccc(OCC(=O)N2CCOCC2)cc1
    12, 6, 4, 21, 9, 1, .
O=C(NNC(=O)c1ccccc1[N+](=O)[O-])c1csc(N2CCOCC2)n1
    -6, -5, ., -9, -2, -2, .
CCC(=O)N1[C@H](CO)[C@@H]2c3ccccc3N(C(=O)Nc3ccccc3Cl)C[C@@H]21
    ., ., 2, -3, -9, ., .
C[C@@H]1CN([C@H](C)CO)C(=O)Cc2cc(NC(=O)Cc3cn(C)c4ccccc34)ccc2O[C@@H]1CN(C)CC1CCCCC1
    -2, -5, 0, 37, -3, 1, -6
COc1ccc(C(=O)Oc2cccnc2)cc1
    ., ., 0, -3, -3, ., .
O=C(N[C@H]1C=C[C@H](CC(=O)N2CCN(c3ccccc3)CC2)O[C@@H]1CO)c1ccccc1
    0, 4, 0, 1, -16, 0, -1
Cc1ccc2nc(-c3ccc(C#N)cc3)c(Cc3cccc(Cl)c3)n2c1
    0, -30, 6, 16, -22, 0, -15
Nc1nc(CSc2ccc(Cl)cc2)nc(N2CCCCC2)n1
    4, -6, ., ., 10, 18*, 2
Cc1ccc(C(=O)Nc2ccon2)cc1S(=O)(=O)N1CCCCCC1
    ., ., 12, 4, -8, ., 2
Cc1cc(C)c2cc(CN(Cc3nnnn3Cc3ccc(F)cc3)C3CCCC3)c(=O)[nH]c2c1
    ., ., -10, 29, 11, ., -2
CCNC(=O)C1(C)CCCN(C(=O)Cc2ccc(OC)c(OC)c2)C1 (configuration not stated)
    1, 1, -7, 4, ., -2, 3
C=CCNC(=O)CCCc1ccccc1
    ., ., 6, 3, ., ., 14
Cc1ccc(-c2ccc3c(c2)O[C@H](CN(C)C(=O)C2CCCCC2)[C@@H](C)CN([C@H](C)CO)S3(=O)=O)cc1
    ., ., ., -10, 22, ., 13
COC(OC)c1ccnc(-c2ccc(OC(C)=O)cc2)n1
    -1, 2, ., ., -9, ., .
COc1ccc(/C=C(\C#N)C(=O)NCc2ccccc2)cc1
    -3, -8, 11, 27, 0, -2, -6
COc1ccc(NC(=O)C2CCCN2S(=O)(=O)c2cccc3cccnc23)cc1OC (configuration not stated)
    1, -3, -1, 22, -13, 1, -3
COc1ccc(C(=O)NNC(=S)NC(=O)c2ccc(F)cc2)cc1Br
    -3, -2, ., ., 4, -3, -3
COC(=O)c1ccc(-n2c(C)ccc2-c2ccccc2)cc1
    -1, -3, -8, 2, -56, 1, .
CCOc1ccc(-c2noc(-c3cccnc3)n2)cc1OCC
    1, -1, ., ., -43, 5, -1
O=C(COc1ccc(S(=O)(=O)NCc2ccccc2)cc1)NCc1cccnc1
    2, 1, 5, -13, 9, -1, 11
CCN(CC)c1ccc2cc(C(=O)c3cccs3)c(=O)oc2c1
    -1, 19, 72*, -31, -63, -1, -2
O=C(CN1CCN(c2ncccn2)CC1)N1CCc2ccccc21
    -1, 7, 16, -3, 11, 0, -2
Cc1cc(C(=O)NCc2ccccc2)no1
    -3, 14, 1, -12, -14, -5, .
COc1cccc(OC)c1OCCCNC1CCCC1
    -1, -3, -8, -3, 17, -4, -23
O=C(CN1C(=O)C2CC=CCC2C1=O)NCC(=O)Nc1ccc(F)c(F)c1F (configuration not stated)
    0, 4, ., ., 6, -3, -9
CCN(CC)c1ccc(NC(=O)c2ccc(Cl)nc2)cc1
    ., ., -22, -111, ., ., 3
C/C=C/c1ccc([C@H]2[C@@H](CO)N(CC3CC3)C23CN(S(C)(=O)=O)C3)cc1
    0, 0, ., ., -4, -6, .
COc1ccccc1NC(=O)c1ccc(NC(=O)c2ccc(=O)[nH]c2)cc1
    0, -2, -2, 3, -2, -1, 1
COc1cccc(CNC(=O)c2nnn(CC(=O)Nc3ccc4c(c3)OCO4)c2N)c1
    3, 1, -3, -12, 6, -2, 2
Cc1ccc(NC(=O)C/C(N)=N/OC(=O)Nc2ccc(C)c(Cl)c2)cc1
    -2, 12, 32, -12, -33, -32, -3
C[C@H]1CN=C(N(C)C)N1CCC1CCCCC1
    ., -4, -5, 7, 5, ., -1

A few values from the list:
`COc1cccc(OC)c1OCCCNC1CCCC1` in CASP6 VEID inh → -1
`COc1ccc(/C=C(\C#N)C(=O)NCc2ccccc2)cc1` in SIRT5 inh → -2

Other records
Second line of a record – CASP6 VEID inh, S100A4 inh HTS, esBAF inh, C2C12 statin, LGR2 antag, SIRT5 inh, FN deposition inh
COCC(COS(N)(=O)=O)C(C)C (configuration not stated)
    -1, -2, -15, 20, -16, 2, -1
CCc1nc2c(OCCOc3ccc(F)cc3)cccn2c1N(C)C(=O)CC(C)C
    0, -8, -4, -17, 11, ., -7
CN(C)c1ccc(-c2ccnc3c2CC(C)(C(=O)NCCC(F)(F)F)O3)cc1 (configuration not stated)
    3, 5, 9, 2, -1, 0, 6
CCCc1cnc(N2CCN(C(=O)c3ccc(F)cc3)CC2)nc1
    2, -6, 2, 6, -28, -1, 0
CCCCCCn1cnc2c(oc3nc4c(cc32)CCCC4)c1=O
    -2, -2, ., ., -54, -7, 3
O=C(Nc1ccc(Cl)c([N+](=O)[O-])c1)C(Sc1ccccc1)c1ccccc1 (configuration not stated)
    0, -30, ., ., 45, -30, -2
COC(=O)c1cn(-c2nc3ccccc3s2)nn1
    -5, -2, ., ., 14, -6, 3
Cc1ccc(S(=O)(=O)N(C)CC(=O)NCC(c2ccc(F)cc2)N2CCOCC2)cc1 (configuration not stated)
    -3, -1, -4, -32, -9, -5, -5
CN(CCN1CCOCC1)Cc1nc(-c2cccs2)no1
    -1, 0, ., ., 11, 7, 19
COc1ccc(S(=O)(=O)N(C)C[C@H]2Oc3ccc(NS(=O)(=O)c4ccc(C)cc4)cc3CC(=O)N([C@@H](C)CO)C[C@@H]2C)cc1
    ., ., -1, -12, -4, ., .
O=C(NCc1ccccc1)c1ccc(C(=O)NCc2ccccc2)cc1
    1, 1, ., ., -4, 1, 0
Cc1ccc(-n2c(SCC(=O)N/N=C/c3ccc(C)s3)nnc2-c2ccccc2)cc1
    2, -9, ., ., -17, -2, 5
CCOc1ccc(CCNC(=O)C2(c3ccccc3)CC2)cc1OCC
    0, -6, -5, -1, 6, 0, .
CC1CCC(NC(=O)CCS(=O)(=O)c2ccc3c(c2)NC(=O)CO3)CC1 (configuration not stated)
    -3, -1, 4, 11, -3, 0, 1
COc1ccccc1N1CCN(C(=O)c2cc(=O)c3c(C)cc(C)cc3o2)CC1
    -1, -2, -2, -8, -16, -9, -3
c1ccc(-c2cn3ccccc3n2)cc1
    -3, -4, 0, 4, -28, ., 2
COCCN(C(=O)C(C)C)c1nnc(-c2ccc(C(C)(C)C)cc2)s1
    0, -1, 6, -1, -1, -2, 3
CCC(=O)N(C)C[C@@H]1Oc2ncc(C#Cc3ccccc3OC)cc2C(=O)N([C@H](C)CO)C[C@H]1C
    1, -7, 2, 12, -15, 3, .
O=C(C1CCOCC1)N1CC(=O)N2[C@H](CO)[C@H](c3ccc(Br)cc3)[C@H]2C1
    2, -62, ., ., -9, -4, .
COc1ccc(CCN(C)c2ncnc3sccc23)cc1OC
    0, 4, ., ., 6, -2, 2
CCOCc1nnc(NC(=O)CSc2ccc(C)cc2)s1
    ., ., -1, 8, ., ., 2
O=C(c1cc2ccccc2o1)N1CC=C(c2ccccc2)CC1
    0, 1, -12, 11, -12, -2, 0
CCOC(=O)N1CCN(C(=O)CN(c2ccc(OC)cc2)S(C)(=O)=O)CC1
    -3, 5, -8, -4, -1, 5, .
O=[N+]([O-])c1ccc(NN=Cc2ccccc2O)nc1
    2, -10, -48, 5, -44, ., .

Assay outcomes as filed in PubChem.
